# Screening results: PubChem BioAssay, National Center for Advancing Translational Sciences (NCATS)
# ELG1 genotoxic: genotoxicity induction in ELG1-luciferase HEK293T cells. HEK293T ELG1-luciferase reporter, luminescence, 16 h. Potency, µM (doses to about 46 µM), inactives show at the highest dose activity change, positive = activation, most hits filed as activators. 330,000 compounds, 1.3% hits. AID 504466; note: potency is the fitted concentration of half-maximal effect; % of control where 0% means no effect; nearly all actives have a fitted effect of over 60% in size
#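 ELG1-luciferase HEK293T cells, 2,000/well; compound pinned in; 16 hr, 37 °C, 5% CO2; ONE-Glo, 30 min RT; luminescence on CCD imager.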
# BRCA1 expr act: increases BRCA1 expression | MCF7-BRCA1-FFLuc reporter, luminescence, 48 h; response scale: scaled: vehicle 0%, 10 µM genistein 100% | Potency, µM (doses to about 46.1 µM), inactives show at the highest dose activation, usual class: activators | 380,000 compounds, 1.1% hits; note: potency is the fitted concentration of half-maximal effect; nearly all actives have a fitted effect of over 80% in size; some results filed as inactive show a strong effect at the top dose
#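 MCF7 cells carrying a BRCA1-firefly luciferase reporter (2000 cells/well, phenol-red free MEM) were attached for 2 h at 37 °C, then given compounds for 48 h. Luminescence was read 15 min after luciferase reagent; activity normalized to genistein (10 microM) and DMSO.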
# S-ASM inh: human S-ASM enzyme inhibition | P17405 | placental ASM, HMU-PC fluorogenic substrate, 60 min | Potency, µM (doses to about 57.5 µM), inactives show at the highest dose activity change, negative = inhibition, usual class: inhibitors | 340,000 compounds, 0.006% hits | AID 504937; note: potency is the fitted concentration of half-maximal effect
#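 Human placenta-derived ASM preincubated with compound 10 min at room temperature, then reacted with 9 uM (final) fluorogenic HMU-PC substrate for 60 min at 37 C. Stop solution raises pH to 10; fluorescence read at Ex 386/Em 447 nm.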
# PTAP TSG101 blk: blocks PTAP/TSG101 interaction to inhibit HIV-1 budding | Q99816 | Fluorescence polarization, FITC-PTAP peptide / Tsg101 binding | Potency, µM (series often up to 115 µM), without a hit: at the top dose activity change, negative = inhibition, most hits filed as inhibitors | 340,000 tested, under 10 active | AID 493005; active = well fitted inhibition curve with a large enough effect in the main read-out, with a control signal flat, not every such curve was filed as active; inconclusive = small, poorly fitted or top-dose-only effect, or effect the other way, or a change in a side signal; inactive = no such curve, though single readings can be large or run the other way; note: potency is the fitted concentration of half-maximal effect; % of control where 0% means no effect
# Target sequence (Q99816 whole entry, looked up): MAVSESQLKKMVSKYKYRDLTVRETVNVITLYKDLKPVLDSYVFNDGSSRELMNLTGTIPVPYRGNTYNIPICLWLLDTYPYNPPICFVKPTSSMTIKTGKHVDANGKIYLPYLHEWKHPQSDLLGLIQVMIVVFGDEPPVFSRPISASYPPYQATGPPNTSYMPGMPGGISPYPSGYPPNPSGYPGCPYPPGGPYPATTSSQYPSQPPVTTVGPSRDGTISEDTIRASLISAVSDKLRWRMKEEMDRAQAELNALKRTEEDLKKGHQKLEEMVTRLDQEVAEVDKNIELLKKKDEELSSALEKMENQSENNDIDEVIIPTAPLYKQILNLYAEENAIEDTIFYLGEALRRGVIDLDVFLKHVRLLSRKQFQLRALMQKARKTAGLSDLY
#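 Fluorescence anisotropy tracks displacement of a FITC-tagged PTAP peptide (50 nM) from the Tsg101 binding domain (10 uM), following a 20 min room-temperature incubation at pH 7.5.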
# TRPV1 ag: activates the human vanilloid receptor TRPV1. Q8NER1. TRPV1-expressing cells, Fluo-8 calcium influx, agonist mode. activation, % at 8.33 µM. 320,000 compounds, 0.19% hits. AID 540275; in the data active = activation above about 80%; inconclusive = between about 30% and that limit; note: 0% is about no effect
#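 Cells expressing TRPV1 were dye-loaded with Fluo-8 and read kinetically: 10 s baseline, 3 min after compound (agonist portion), then 2 min after EC20 capsaicin (allosteric enhancer portion). Calcium-bound dye fluorescence at 480/520 nm.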
# uPA generation: blocks generation of uPA at the cell surface | Potency, µM (top dose mostly 38.3 µM), inactives show top-dose activity change, negative = inhibition, most hits filed as inhibitors | 330,000 compounds, 0.31% hits | AID 540303 | cell surface uPA generation assay, qHTS; active = well fitted inhibition curve with a large enough effect; inconclusive = small, poorly fitted or top-dose-only effect; inactive = no such curve, though single readings can be large or run the other way; tested in mouse RAW 264.7 cells; note: potency is the fitted concentration of half-maximal effect; % is set by controls: 0 for no effect and ±100 for the full control effect; nearly all actives have a fitted effect of over 55% in size
# Eya2 inh: blocks the phosphatase activity of human Eya2 | AID 488837 | 330,000 compounds, 0.006% hits | recombinant Eya2, OMFP fluorescence dephosphorylation (OMFP is methylfluorescein phosphate) | Potency, µM (titrated, usually from 76.9 µM), without a hit: top-dose activity, negative = inhibition, hits mostly inhibitors; note: potency is the fitted concentration of half-maximal effect; % is set by controls: 0 for no effect and ±100 for the full control effect
#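 Eya2 (0.2 uM) preincubated 10 min at ambient with compound, then OMFP substrate added at 50 uM; 10 min reaction in 50 mM HEPES pH 7.5, 50 mM NaCl, 5 uM MgCl2, 0.05% BSA, 1 mM DTT. Fluorescence read at Ex 485/Em 525 nm.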
# USP2a block: inhibitors of human ubiquitin-specific protease USP2a | USP2 core, Ub-CHOP2 coupled fluorogenic reporter, 485/531 | Potency, µM (highest dose often 38.3 µM), inactives show at the top dose activity change, negative = inhibition, hits mostly inhibitors | 330,000 compounds, 0.01% hits;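 note: potency is the fitted concentration of half-maximal effect; plate controls were DMSO wells for no effect and full inhibition by NEM control for full effect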
# Target sequence (O75604 whole entry, looked up): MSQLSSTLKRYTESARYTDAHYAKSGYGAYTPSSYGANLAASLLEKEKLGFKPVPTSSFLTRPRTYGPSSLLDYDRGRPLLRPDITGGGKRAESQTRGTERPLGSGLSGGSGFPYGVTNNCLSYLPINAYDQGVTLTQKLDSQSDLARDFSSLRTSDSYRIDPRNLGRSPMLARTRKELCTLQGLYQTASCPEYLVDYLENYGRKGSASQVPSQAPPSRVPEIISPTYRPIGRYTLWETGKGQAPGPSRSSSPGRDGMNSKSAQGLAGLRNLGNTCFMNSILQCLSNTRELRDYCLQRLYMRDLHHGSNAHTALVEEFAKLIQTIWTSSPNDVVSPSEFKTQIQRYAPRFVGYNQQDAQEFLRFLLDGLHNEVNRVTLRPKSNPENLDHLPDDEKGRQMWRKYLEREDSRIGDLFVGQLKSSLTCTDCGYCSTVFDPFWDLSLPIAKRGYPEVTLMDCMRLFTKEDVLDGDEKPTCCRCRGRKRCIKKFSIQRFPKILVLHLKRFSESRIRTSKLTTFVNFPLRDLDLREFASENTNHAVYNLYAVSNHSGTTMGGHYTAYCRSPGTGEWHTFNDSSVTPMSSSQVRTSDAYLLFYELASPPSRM
#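 Cell-free coupled assay: 10nM USP2 core preincubated 30min RT with compound in Tris-HCl pH 8.0/CaCl2/CHAPS buffer, then 25nM Ub-CHOP2 and 25nM reporter substrate; fluorescence (Ex 485/Em 531) read after 60min RT, normalized to NEM inhibition, concentration-response curves fitted.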
# B2AR arrestin: beta2AR (human) beta-arrestin recruitment activity. P07550. beta-arrestin recruitment to beta2AR, cell-based reporter. Potency, µM (highest dose often 46.1 µM), for the others: at the highest dose activation, actives largely listed as activators. 330,000 compounds, 0.02% hits. AID 492947;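 note: potency is the fitted concentration of half-maximal effect; 0% = DMSO controls and full agonism = EC100 isoproterenol or metaproterenol; nearly all actives have a fitted effect of over 65% in size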
# Integrin act MD: activators of alpha7 integrin expression for muscular dystrophy. Potency, µM (doses to about 38.3 µM), for the others: at the top dose activation, actives largely listed as activators. 350,000 compounds, 0.064% hits. AID 624291. alpha7betagal myoblasts, beta-gal FDG fluorescence, 48 h;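 note: potency is the fitted concentration of half-maximal effect; 100% = response of the positive control SU9516; nearly all actives have a fitted effect of over 60% in size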
#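 alpha7betagal+/- myoblasts (passage 13, 250/well) treated 48 h at 37C with compounds at 1:260 dilution of DMSO stock. Lysed, then beta-galactosidase activity read as FDG fluorescence (ex 480/em 540) after 30 min, with pre-read for autofluorescence.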
# p53 reactivation: re-activators of mutant p53; H1299 p53-A138V BP100-luciferase reporter, luminescence, 24 h; 320,000 compounds, 0.063% hits; Potency, µM (series often up to 92.2 µM), inactives show at the highest dose activity change, positive = activation, most hits filed as activators; AID 504706; note: potency is the fitted concentration of half-maximal effect; % of control where 0% means no effect; nearly all actives have a fitted effect of over 45% in size
#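 p53-null H1299 cells stably carrying temperature-sensitive p53-A138V and a BP100-luciferase reporter were pinned with compounds (4-point, 1:5 series) and held 24 hrs at 37 deg C. Luminescence was read 10 min after detection reagent.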
# * hit, by the source's call; ? = inconclusive; / = not tested or not shown; [ ] = remark or other dose. Unless noted, calls come from the whole dose curve; as a rule, active = well fitted curve in the direction sought with a large enough effect; inconclusive = small, poorly fitted or top-dose-only effect, or another doubt; inactive = no such curve, though single readings can be large; an effect the other way counts as inactive or inconclusive.
SMILES,ELG1 genotoxic,BRCA1 expr act,S-ASM inh,PTAP TSG101 blk,TRPV1 ag,uPA generation,Eya2 inh,USP2a block,B2AR arrestin,Integrin act MD,p53 reactivation
CCc1ccc2oc(C(=O)NCc3ccc(S(N)(=O)=O)cc3)c(C)c2c1,?,-13%,-11%,-4%,?,-1%,4%,2%,0.0%,-16%,2%
O=S(=O)(c1cc(F)ccc1F)N1CCN(c2ncccn2)CC1,2%,10%,-2%,0%,-3,-1%,-7%,-7%,4.0%,5%,28%
CC(C)Oc1ccc(C(=O)N(Cc2ccco2)C2CCS(=O)(=O)C2)cc1 (stereo not drawn),1%,3%,-1%,-6%,-1,4%,6%,1%,-0.7%,15%,14%
O=C(NCc1ccc2c(c1)OCO2)c1ccc(CS(=O)Cc2ccc(Cl)cc2)o1 (stereo not drawn),-7%,0%,0%,-7%,2,4%,-4%,-4%,-0.2%,37%,-4%
Cn1cccc1C(=O)OCC(=O)c1cc2ccccc2o1,22%,70%,-1%,1%,26,6%,-17%,2%,0.1%,6%[7.66 µM],3%
CCc1ccccc1NC(=S)Nc1cc(OC)c(NC(=O)C(C)C)cc1OC,-4%,1%,3%,-10%,3,-6%,5%,4%,-0.1%,-4%,/
Cc1ccc(N2C(=O)CCC(C(=O)O)C2c2cccs2)cc1 (stereo not drawn),-1%,-3%,5%,4%,-2,3%,-12%,2%,0.0%,-1%,-2%
CCN(CC)C(=O)Cn1cc(S(=O)(=O)CC(=O)Nc2cc(OC)ccc2OC)c2ccccc21,6%,-23%,4%,-3%,-1,1%,-5%,1%,-0.4%,-26%,-2%
O=S(=O)(NCCc1ccccc1)c1cccc2nsnc12,-8%,9%,-4%,-3%,1,-1%,7%,3%,-0.1%,25%,0%
O=S(=O)(CCc1ccccc1)/N=C/c1cccs1,-1%,1%,4%,-1%,0,-1%,3%,-2%,-0.2%,9%,-4%
CCOC(=O)CC(=O)CSc1nc2cc(C)ccc2cc1C,-2%,-80%,-3%,-7%,?,-1%,3%,-2%,-0.2%,-29%,5%
CC(C)c1ccc(C(=O)NCCCc2ccccc2)cc1,18µM*,10µM*,-2%,-1%,?,0%,-2%,2%,0.1%,-4%,?
COc1ccc(-c2nn(CCC(=O)O)cc2/C=C2\SC(N)=NC2=O)cc1,1%,-75%[inhibitor],1%,-2%,0,8%,-5%,0%,-0.5%,28%,-6%
Cc1ccccc1NC1C=CS(=O)(=O)C1 (stereo not drawn),3%,-3%,0%,-1%,0,-13%,6%,4%,0.4%,-37%,9%
CCCN1Cc2cccc(C(=O)NCc3ccccc3)c2C1=O,-2%,-1%,-1%,-4%,12,/,2%,2%,-0.2%,-20%,-1%
O=C(NCCc1ccccc1)c1cccc(Br)c1,?,13µM*,6%,-4%,?,-13%,-1%,-2%,-0.5%,12%,3%
S=C(NCc1ccc(Cl)c(Cl)c1)Nc1ccc2c(c1)OCO2,-2%,2%,5%,-3%,13,3%,-3%,-1%,0.4%,10%,-2%
COc1ccc(-n2cc(CNCCCn3ccnc3)c(-c3cccc(F)c3)n2)cc1,2%,-18%,6%,-2%,13,-18%,1%,1%,0.3%,-25%,1%
COc1ccc(-c2c(-c3cc(OC)cc(OC)c3)n(C)c3ccc(-c4cc(F)cc(OC)c4)cc23)cc1,6%,-1%,61%[activator],-2%,-1,2%,4%,3%,0.1%,12%,-2%
CC(C)CCNC(=O)c1c[nH]c2ccc(S(=O)(=O)N3CCC4(CC3)OCCO4)cc2c1=O,-1%,-20%,2%,0%,?,9%,0%,1%,-1.4%,9%,-1%
Cc1ccc(N2C(=O)/C(=C/c3cccnc3)SC2=S)cc1,0%,3%,-1%,0%,-5,-4%,4%,0%,1.4%,-9%,0%
CN(C(=O)c1ccc(NC(=O)Cc2cccc(NC(=O)C3CCN(C(=O)CCc4ccccc4)CC3)c2)cc1)C1CCCC1,0%,-1%,-1%,/,0,7%,-2%,1%,0.0%,-19%,?
COc1ccc(COc2ncnc3ccc(Br)cc23)cc1F,15%,8%,7%,-8%,11,/,-10%,3%,-0.4%,?,-2%
CCc1nnc(NC(=O)c2c(-c3ccccc3)noc2C)s1,0%,-27%,6%,-5%,4,3%,16%,-1%,-0.3%,22%,1%
CC(/C=C/c1ccccc1)=N\NC(=O)c1ccc2c(c1)OCCO2,2%,4%,2%,4%,15,-6%,4%,-1%,-0.4%,-29%,7%
Cc1ccc(S(=O)(=O)NN2C(=O)/C(=C/c3cccn3C)SC2=S)cc1,-1%,/,/,/,-1,/,4%,5%,-0.1%,/,-10%
Cc1oc(C(C)(C)C)cc1C(=O)N1CCN(c2ccc(C(F)(F)F)cn2)CC1,-3%,-28%,?,0%,/,-7%,-9%,-3%,-0.8%,44%,-3%
CC(C)[C@H](NC(=O)[C@@H]1Cc2ccccc2CN1)C(=O)NC1CCCCC1,1%,-14%,-1%,-3%,1,-3%,-1%,3%,-0.1%,-13%,7%
O=CN1CCN(S(=O)(=O)c2ccc(Cl)c(C(=O)O)c2)CC1,3%,-22%,-2%,-4%,3,2%,4%,0%,0.2%,-20%,3%
CC1(C)CC(=O)N(c2ccccc2)C1(C)O (stereo not drawn),1%,3%,4%,0%,0,-9%,-7%,0%,0.6%,3%,-1%

# Of the compounds above, these contain a furan ring, fused or not.
SMILES,ELG1 genotoxic,BRCA1 expr act,S-ASM inh,PTAP TSG101 blk,TRPV1 ag,uPA generation,Eya2 inh,USP2a block,B2AR arrestin,Integrin act MD,p53 reactivation
CCc1ccc2oc(C(=O)NCc3ccc(S(N)(=O)=O)cc3)c(C)c2c1,?,-13%,-11%,-4%,?,-1%,4%,2%,0.0%,-16%,2%
CC(C)Oc1ccc(C(=O)N(Cc2ccco2)C2CCS(=O)(=O)C2)cc1 (stereo not drawn),1%,3%,-1%,-6%,-1,4%,6%,1%,-0.7%,15%,14%
O=C(NCc1ccc2c(c1)OCO2)c1ccc(CS(=O)Cc2ccc(Cl)cc2)o1 (stereo not drawn),-7%,0%,0%,-7%,2,4%,-4%,-4%,-0.2%,37%,-4%
Cn1cccc1C(=O)OCC(=O)c1cc2ccccc2o1,22%,70%,-1%,1%,26,6%,-17%,2%,0.1%,6%[7.66 µM],3%
Cc1oc(C(C)(C)C)cc1C(=O)N1CCN(c2ccc(C(F)(F)F)cn2)CC1,-3%,-28%,?,0%,/,-7%,-9%,-3%,-0.8%,44%,-3%

# (more compounds)
SMILES,ELG1 genotoxic,BRCA1 expr act,S-ASM inh,PTAP TSG101 blk,TRPV1 ag,uPA generation,Eya2 inh,USP2a block,B2AR arrestin,Integrin act MD,p53 reactivation
COc1ccc(N2C(=O)C3NN=C(C(=O)OCc4ccccc4)C3C2=O)cc1 (stereo not drawn),5%,9%,0%,-2%,-1,4%,-3%,-1%,0.1%,-19%,2%
CCCc1cc(=O)[nH]c(SCC(=O)NC)n1,2%,9%,2%,-2%,0,/,-9%,3%,-0.1%,5%,-4%
CCc1ccc(C2=C/C(=C/c3cccnc3)C(=O)O2)cc1,-1%,-5%,49%[activator],2%,8,0%,1%,0%,-0.9%,-10%,2%
C=C1CSc2nc(=O)c3c4c(sc3n21)CCCC4,1%,8%,-1%,-3%,2,-3%,4%[15.4 µM],1%,0.5%,-14%,12%
CC(=C/c1ccccc1)/C=N/n1cnnc1,0%,2%[1.84 µM],0%,-6%,-7,-3%,9%,-1%,-0.1%,5%,0%
COC(=O)c1cc(-c2ccc(OC)cc2)nc2nc(SC)[nH]c(=O)c12,1%,0%,34%[11.5 µM],0%,-2,3%,-3%,0%,-0.7%,28%,-4%
CCCCn1c(SCC(=O)Nc2cc(C(F)(F)F)cc(C(F)(F)F)c2)nnc1C(CC)N(C)C (stereo not drawn),-2%,-82%,/,-6%,-4,-2%,-6%,1%,0.2%,-20%,11%
CC(=O)Oc1ccc(-c2csc(Nc3ccc(S(N)(=O)=O)cc3)n2)cc1,-4%,-26%,-26%,-6%,1,-9%,-2%,2%,0.2%,-12%,0%
COc1ccccc1OCCNC(=O)CCNC(=O)c1ccccc1OC,0%,-5%,5%,0%,0,4%,12%,-1%,-0.3%,4%,-11%
